# GLP-1R inv ag: acts as inverse agonist at human GLP-1 receptor; P43220; HEK293 GLP-1R CRE-luciferase, luminescence, 24 h; GLP-1R form is constitutively active; Potency, µM (series often up to 38.3 µM), inactives show at the top dose activity change, negative = inhibition, usual class: inhibitors; actives 1.6% (n = 410,000); AID 624417; note: potency is the fitted concentration of half-maximal effect; % is set by controls: 0 for no effect and ±100 for the full control effect; nearly all actives have a fitted effect of over 55% in size
# Target sequence (P43220 whole entry, looked up): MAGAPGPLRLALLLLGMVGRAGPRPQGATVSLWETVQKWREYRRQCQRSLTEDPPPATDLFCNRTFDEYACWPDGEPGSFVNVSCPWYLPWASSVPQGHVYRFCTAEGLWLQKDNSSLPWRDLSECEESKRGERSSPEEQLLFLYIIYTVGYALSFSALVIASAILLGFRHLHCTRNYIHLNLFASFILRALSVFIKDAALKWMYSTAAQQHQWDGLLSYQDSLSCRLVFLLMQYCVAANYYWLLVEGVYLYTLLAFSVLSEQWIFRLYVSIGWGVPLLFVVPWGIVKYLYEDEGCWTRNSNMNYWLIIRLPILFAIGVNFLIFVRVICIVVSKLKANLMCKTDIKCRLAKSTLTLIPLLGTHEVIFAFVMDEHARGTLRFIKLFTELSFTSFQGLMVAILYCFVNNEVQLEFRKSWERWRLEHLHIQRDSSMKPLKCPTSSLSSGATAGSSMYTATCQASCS
#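 Inverse agonists were sought by their lowering of basal cAMP reporter luciferase output in HEK293 cells stably carrying constitutively active human GLP-1R, after 24 h compound treatment.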
# Abeta rescue: restores growth of yeast expressing A-beta42 peptide | Potency, µM (series often up to 46.1 µM), for the others: at the highest dose growth rescue, most hits filed as activators | yeast expressing A-beta42, growth rescue, OD600, 48 h; response scale: 0% DMSO, 100% iron-clioquinol control | actives 0.063% (n = 410,000); note: potency is the fitted concentration of half-maximal effect; nearly all actives have a fitted effect of over 55% in size
#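 Growth rescue measured by 600 nm absorbance after 48 h yeast culture at 30 C with compound. Values normalized between DMSO and an equimolar ferric chloride plus clioquinol control.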
# PTHR1 ag: activates the human parathyroid hormone receptor PTHR1; Potency, µM (highest dose often 115 µM), without a hit: top-dose activation, hits mostly activators; actives 0.075% (n = 410,000); AID 743266; Q03431; HEK293 GP2 PTHR1 cells, GloSensor cAMP luminescence, 1 h; note: potency is the fitted concentration of half-maximal effect; nearly all actives have a fitted effect of over 55% in size; some results filed as inactive show a strong effect at the top dose; inactives centre near -15; many of its hits are not listed in these tables
# Target sequence (Q03431 whole entry, looked up): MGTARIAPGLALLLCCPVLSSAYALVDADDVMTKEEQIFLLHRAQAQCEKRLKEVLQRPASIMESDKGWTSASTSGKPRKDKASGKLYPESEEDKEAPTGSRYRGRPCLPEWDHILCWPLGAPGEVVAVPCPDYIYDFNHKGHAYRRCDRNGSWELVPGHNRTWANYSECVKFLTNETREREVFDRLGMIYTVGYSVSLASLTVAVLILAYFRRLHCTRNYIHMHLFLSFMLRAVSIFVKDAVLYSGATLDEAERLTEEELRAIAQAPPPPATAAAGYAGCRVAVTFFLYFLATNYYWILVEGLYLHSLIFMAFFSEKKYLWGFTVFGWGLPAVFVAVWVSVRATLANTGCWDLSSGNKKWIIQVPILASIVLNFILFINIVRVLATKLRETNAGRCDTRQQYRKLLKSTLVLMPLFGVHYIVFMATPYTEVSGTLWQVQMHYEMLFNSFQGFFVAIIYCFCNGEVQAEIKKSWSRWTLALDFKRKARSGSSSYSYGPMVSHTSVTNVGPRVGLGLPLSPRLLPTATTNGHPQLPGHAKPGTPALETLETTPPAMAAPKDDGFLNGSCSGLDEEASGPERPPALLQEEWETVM
#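 HEK-293-derived GP2 cells expressing PTHR1 and a GloSensor cAMP reporter, 3,000/well, plated overnight, given luciferin plus IBMX (each 0.5 mM as added) for 1 h at 37 °C, then compound for 1 h at 37 °C. Luminescence was read after 15 min at room temperature.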
# GLP-1R agonist: activates the human GLP-1 receptor. P43220. HEK293 GLP-1R CRE-luciferase, luminescence, 4-6 h; cells express a hypersensitive GLP-1R form. Potency, µM (highest dose often 45.6 µM), for the others: at the highest dose activation, hits mostly activators. actives 0.007% (n = 380,000). AID 624172; note: potency is the fitted concentration of half-maximal effect; % of control where 0% means no effect
# TDP43 rescue: rescues yeast growth from TDP-43 toxicity | TDP-43 expressing yeast growth rescue, BacTiter-Glo, 24 h | Potency, µM (highest dose often 46.1 µM), for the others: top-dose growth rescue (activation), most hits filed as activators | actives 1.8% (n = 410,000) | AID 652104; note: potency is the fitted concentration of half-maximal effect; % of control where 0% means no effect; nearly all actives have a fitted effect of over 50% in size
#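 Cell-based yeast growth screen: TDP-43 expression induced in galactose, inoculum OD600=0.02 after raffinose pregrowth to mid-log. Read-out BacTiter-Glo luminescence at 24 hr, 30 deg C; inhibition of toxicity seen as signal increase.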
# aSyn yeast inh: alpha-synuclein toxicity inhibition in yeast | Yeast expressing alpha-synuclein, growth rescue, BacTiter-Glo, 24 h | Potency, µM (series often up to 46.1 µM), inactives show top-dose growth rescue (activation), hits mostly activators | actives 0.14% (n = 370,000); note: potency is the fitted concentration of half-maximal effect; % of control where 0% means no effect; nearly all actives have a fitted effect of over 65% in size
#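 Galactose-induced alpha-syn yeast (OD600=0.02, raffinose-pregrown) + pinned cpd, 24 hr, 30 deg C; growth by BacTiter-Glo luminescence. Growth restoration scores as activation.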
# FUS yeast rescue: suppressors of FUS proteinopathy in yeast; actives 0.24% (n = 390,000); Potency, µM (highest dose often 76.6 µM), for inactives: at the top dose growth rescue (activation), actives largely listed as activators; AID 1347120; S. cerevisiae FUS-expressing, growth rescue, OD600, 24 h;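 note: potency is the fitted concentration of half-maximal effect; plate controls were DMSO vehicle for no effect and reference control for full effect; nearly all actives have a fitted effect of over 55% in size; some results filed as inactive show a strong effect at the top dose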
#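 FUS-expressing yeast, raffinose-pregrown, induced in 2% galactose minimal medium at OD 0.005; compounds in a dilution series, 24hr at 30C. Growth restoration read as absorbance at 600 nm. CP55940 positive control, DMSO negative.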
# pAkt inh: blocks phosphorylation of Akt; Neuro2A IGF-stimulated pAkt S473 HTRF, 20 min; stronger effect = lower value; activity change, % for hits at 50 µM; actives 0.32% (n = 360,000); AID 651550; in the data active = activity change below about -80%; inconclusive = mostly about -51% to -80%; note: % is set by controls: 0 for no effect and ±100 for the full control effect
#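 Neuro2A cells (4,500/well, DMEM with 0.5% FBS) were treated with compound at a single 50 µM final concentration, stimulated with 6 nM IGF for 20 min at 37 °C, and lysed. Phospho-Akt Ser473 was read by HTRF as 665/615 ratio ×10^4.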
# DRD3 antagonist: antagonists of human D3 dopamine receptor; AID 652054; actives 2.5% (n = 360,000); D3R cells, DiscoveRx beta-arrestin luminescence, antagonist mode; stronger effect = lower value; max response, negative = inhibition, %; in the data active = max response below about -50%; inconclusive = no clear call, values can overlap the other calls; note: % is set by controls: 0 for no effect and ±100 for the full control effect; mostly tested at two doses, the higher about 12 µM
#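 Cells plated overnight at 1500 cells/well, then exposed to library compounds with dopamine controls for 90 minutes at 37 degrees C. DiscoveRx reagent added for 30–60 minutes at room temperature; luminescence read, quantitative HTS format.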
# * = called active by the depositor; i = inactive; ? = inconclusive; / = not tested or not shown; & = joins results of further samples; [ ] = another dose, or the depositor's remark. Unless noted, calls come from the whole dose curve; as a rule, active = well fitted curve in the direction sought with a large enough effect; inconclusive = small, poorly fitted or top-dose-only effect, or another doubt; inactive = no such curve, though single readings can be large; an effect the other way counts as inactive or inconclusive. This is a subset; rates above refer to the full screens.
no. | mol | TDP43 rescue | DRD3 antagonist | pAkt inh | FUS yeast rescue | Abeta rescue | GLP-1R agonist | GLP-1R inv ag | aSyn yeast inh | PTHR1 ag
1 | O=C(c1ccccc1)N1CCN(C(=O)c2ccccc2)CC1 | 3% | 0 | i | 3% | 12% | -3% | 8% | 2%&-8% | -23%[57.5 µM]
2 | CCOC(=O)c1sc(N(Cc2ccccc2)C(=O)CSc2ncn[nH]2)nc1C | 23% | 25 | i | ? | 23% | 10% | -3% | 9% | -76%[inhibitor]
3 | Cc1ccc(CNC(=O)CCSCCC(=O)NCc2ccc(C)cc2)cc1 | 15% | 24 | i | 8% | -5% | 5% | 5% | 0% | -5%[57.5 µM]
4 | CC1=NN(C(=O)c2ccccc2Cl)C(O)(c2ccccc2)C1 (stereo unspecified) | 3% | 22 | i | -22% | 1% | 0% | ? | -9% | i
5 | CCn1cc(CN2CCCC(CNS(=O)(=O)c3ccc(OC)cc3)C2)cn1 (stereo unspecified) | -15% | -15 | i | 21% | -5% | -6% | -3% | -5% | i
6 | CCOC(=O)c1nc(S(C)(=O)=O)ncc1N1CCOCC1 | -13% | 7 | i | -3% | 5% | -3% | -1% | -5% | i
7 | COc1ccc(Br)c(Cn2c(C)c(C(=O)NCc3cccs3)sc2=O)c1 | ? | -59* | i | 39% | 3% | 6% | ? | 1% | i
8 | CC(C)c1ccc(NC(=O)NC2CCN(CC(=O)Nc3cccc4ccccc34)CC2)cc1 | 8% | -15 | i | -9% | 10% | -7% | ? | -5% | i
9 | Cc1ccccc1CCN1CCCC(CN(C)CC(C)(C)C)C1 (stereo unspecified) | 2% | -5 | i | -18% | -4% | 8% | 1% | 1% | i
10 | Cc1cn2c(=O)c(S(=O)(=O)NCCc3ccc(Cl)cc3)c(C)nc2s1 | 8% | / | / | -14% | 7% | / | -1% | / | 8%
11 | CN1CCN(C2CCCCCC2)CC1 | -4% | 13 | / | 21% | 0% | 6% | 56%[activator] | -13% | -25%[57.5 µM]
12 | CCOC(=O)C1=CN(Cc2ccc(Br)cc2)S(=O)(=O)N(C)C1C (stereo unspecified) | 4% | -26 | i | 16% | 5% | 16% | ? | -12% | -5%
13 | C/C(=N\NC(=O)CNC(=O)c1ccc2c(c1)OCO2)c1ccco1 | 10% | 6 | i | -18% | -12% | -1% | 8% | 10% | i
14 | O=C(COCC(=O)N1CCOCC1)N1CCOCC1 | -5% | 10 | i | -13% | 4% | 7% | 45%[activator] | -3% | -8%
15 | CC(=O)Nc1nonc1-c1nnc(SCC(=O)Nc2ccccc2Cl)n1C | 11%[9.22 µM] | / | / | -1% | 12% | / | 11% | / | -22%
16 | O=C(O)c1cccc(S(=O)(=O)Nc2cccc(S(=O)(=O)N3CCCC3)c2)c1 | -7% | 1 | i | -3% | 4% | -7% | -6% | 1% | i
17 | CC(C)NC(=O)COC(=O)CNC(=O)c1cc(Cl)cc([N+](=O)[O-])c1 | 16% | 11 | i | 13% | 3% | 5% | 11% | 0% | -7%
18 | COc1ccc(-c2nc(N)ncc2-c2csc(C)n2)c(O)c1 | -14% | 9 | i | ? | -26% | 9% | 83%[activator] | 1% | 5%
19 | O=C(c1cccc(OC2CCN(Cc3ccc(F)cc3)CC2)c1)N1CCCC1 | 9% | -14 | i | -6% | 6% | 6% | ? | -3% | -10%
20 | COc1ccc(NC(=O)c2c(C)oc3c2CCCC3)cc1 | -2% | -10 | i | 48% | 4% | 1% | 0% | 0% | 0%[57.5 µM]
21 | Cc1c(CNCc2ccc(Cl)cc2)c(C(=O)O)c(C)n1Cc1ccc(F)cc1 | -1% | / | / | 0% | -5% | / | -5% | / | -17%
22 | Cc1ccc(C(NC(N)=O)c2ccccc2)cc1 (stereo unspecified) | -11% | 6 | i | -1% | -4% | 9% | 7% | -1% | i
23 | Cc1cc(C)cc(NC(=O)CSCn2nnc3c(=O)[nH]c(Cc4ccc(F)cc4)nc32)c1 | 0% | / | / | 13% | -12% | / | -16% | / | -11%
24 | CC(=O)N1CCc2cc(S(=O)(=O)N3CC(C)CC(C)C3)ccc21 (stereo unspecified) | 24% | 19 | i | -5% | 6% | -1% | -3% | 22% | -25%
25 | Cc1ccc2nc(NC(=O)c3cc(=O)c4cc(Cl)ccc4o3)sc2c1 | ? | / | / | -26% | -5% | / | 8% | / | -8%
26 | O=C(NCCc1ccc(Cl)cc1Cl)c1cc([N+](=O)[O-])c[nH]c1=O | -11% | -11 | i | -5% | 10% | 1% | ? | 1% | -84%[inhibitor]
27 | Cc1cc(C(C)(C)C)cc(S(=O)(=O)NCC(=O)O)c1C | -16% | 29 | / | -3% | -6% | 2% | -14% | 0% | -2%[57.5 µM]
28 | O=S(=O)(NCc1ccccc1)c1ccc(Br)c2nsnc12 | ? | 4 | i | 2% | -2% | 3% | -17% | 9% | -4%
29 | CCN(CC)c1ccc(/C=N/NC(=O)c2cccc(S(=O)(=O)N3CCOCC3)c2)c(O)c1 | ? | 0 | i | ? | -37% | 14% | 7% | 0% | -34%[inhibitor]
30 | O=C(Nc1ccccc1F)C(Cc1ccccc1)n1cccc1 (stereo unspecified) | ? | / | / | 9% | -3% | / | -33% | / | i
31 | COc1ccc(-c2cc(C(=O)Nc3cc(C)ccc3O)no2)cc1 | 12% | 6 | i | -23% | 6% | 16% | 16% | 0% | -5%
32 | COc1ccc(C/C(N)=N/OC(=O)c2ccc(Cl)cc2)cc1 | ? | 1 | i | -4% | 19% | 12% | -1% | -16% | i
33 | COc1cc(OC)cc(C(=O)N2CCN(Cc3cccc(F)c3)CC2)c1 | -22% | -14 | i | -6% | -16% | 7% | -3% | 5% | i
34 | COC(=O)c1c(C)[nH]c(C)c1-c1ccccc1Cl | 2% | -5 | i | 3% | -12% | 2% | ? | -5% | i
35 | CC1c2cccn2CCN1S(=O)(=O)c1ccc(F)cc1 (stereo unspecified) | 24% | 4 | i | 7% | -16% | 3% | -15% | 1% | -4%
36 | Cc1nn(C)cc1C(C)NCc1c(C(=O)N2CCCCCCC2)nc2ccc(Cl)cn12 (stereo unspecified) | 2% | 15 | i | -12% | -12% | 0% | -10% | 2% | i
37 | Cc1ccc(NC(=O)Cn2c(-c3nonc3N)nc3ccccc32)cc1C | ? | / | / | -8% | -13% | / | 5% | / | -9%
38 | C=CC[C@@H](CC(=O)N(CCO)Cc1ccccc1)C(=O)N[C@H](COC(=O)[C@@H](CC=C)Cc1ccc(F)cc1)Cc1c[nH]c2ccccc12 | 15% | 8 | i | ? | 6% | -1% | ? | 6% | -25%
39 | CCOC(=O)Cc1nnc(NC(=O)COc2ccc(C)cc2)s1 | 24% | -8 | i | 5% | 13% | -18% | 5% | 3% | i
40 | CCOC(=O)[C@]12CCC=C1N(Cc1ccco1)C(=O)[C@H](CC(=O)NCC13CC4CC(CC(C4)C1)C3)C2 | 9% | 4 | i | ? | 9% | -1% | ? | 8% | i
41 | CCN(CC(=O)NCCCN1CCOCC1)S(=O)(=O)c1ccc(F)cc1 | 22% | -2 | i | 6% | -2% | 7% | -10% | 1% | i
42 | CC(OC(=O)c1cccs1)C(=O)NCc1ccc2c(c1)OCO2 (stereo unspecified) | 2% | -19 | i | 15% | -4% | 1% | 9% | -4% | i
43 | C/C=C/c1ccc(OCCCCN2CCC(C)CC2)c(OC)c1 | 10% | ? | i | 6% | -9% | 7% | ? | 1% | i
44 | CC(C)NC(=O)NC(=O)COC(=O)c1ccc(OC(F)(F)F)cc1 | ? | -22 | i | / | 10µM* | 17% | 16% | 6% | i
45 | CCC1CN(C(=O)N2CCC(C(=O)NCc3ccc(C)o3)CC2)c2ccccc2O1 (stereo unspecified) | -1%&1% | -4 | i | 6%&18% | 1%&1% | -2% | 9%&11% | 1% | 0%&-5%
46 | COc1ccc(C(=O)N(Cc2ccco2)Cc2ccc(C)o2)cc1 | 19% | / | / | 20% | -5% | / | -12% | / | i
47 | C=CCC(NCc1ccccc1)c1ccc(Cl)cc1 (stereo unspecified) | 24% | -17 | i | / | 0% | -41%[inhibitor] | ? | 5% | i
48 | CCN(CC)C(=O)COc1ccc(-c2ccccc2)cc1 | ? | 10 | i | -2% | -16% | 14% | -14% | 4% | -24%[57.5 µM]

# Eight successive records already listed:
no. | mol | TDP43 rescue | DRD3 antagonist | pAkt inh | FUS yeast rescue | Abeta rescue | GLP-1R agonist | GLP-1R inv ag | aSyn yeast inh | PTHR1 ag
41 | CCN(CC(=O)NCCCN1CCOCC1)S(=O)(=O)c1ccc(F)cc1 | 22% | -2 | i | 6% | -2% | 7% | -10% | 1% | i
42 | CC(OC(=O)c1cccs1)C(=O)NCc1ccc2c(c1)OCO2 (stereo unspecified) | 2% | -19 | i | 15% | -4% | 1% | 9% | -4% | i
43 | C/C=C/c1ccc(OCCCCN2CCC(C)CC2)c(OC)c1 | 10% | ? | i | 6% | -9% | 7% | ? | 1% | i
44 | CC(C)NC(=O)NC(=O)COC(=O)c1ccc(OC(F)(F)F)cc1 | ? | -22 | i | / | 10µM* | 17% | 16% | 6% | i
45 | CCC1CN(C(=O)N2CCC(C(=O)NCc3ccc(C)o3)CC2)c2ccccc2O1 (stereo unspecified) | -1%&1% | -4 | i | 6%&18% | 1%&1% | -2% | 9%&11% | 1% | 0%&-5%
46 | COc1ccc(C(=O)N(Cc2ccco2)Cc2ccc(C)o2)cc1 | 19% | / | / | 20% | -5% | / | -12% | / | i
47 | C=CCC(NCc1ccccc1)c1ccc(Cl)cc1 (stereo unspecified) | 24% | -17 | i | / | 0% | -41%[inhibitor] | ? | 5% | i
48 | CCN(CC)C(=O)COc1ccc(-c2ccccc2)cc1 | ? | 10 | i | -2% | -16% | 14% | -14% | 4% | -24%[57.5 µM]

# Screening data: PubChem, National Center for Advancing Translational Sciences (NCATS)
